Assay outcomes as filed in PubChem BioAssay.
PKM2 act = increases activity of human pyruvate kinase M2 | Potency, µM (series often up to 57.5 µM), inactives show top-dose activation, usual class: activators | hit rate 0.34% among 260,000 | purified PKM2, Kinase-Glo ATP luminescence, activation; response scale: 0% is enzyme alone, no compound | P14618; further: potency means the concentration at half of the fitted maximal effect; on the % scale 0 is the no-effect control and ±100 the full control effect; nearly all actives have a fitted effect of over 55% in size
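ATP formation by purified human PK-M2, quantified via coupled luciferase luminescence after 1 h at room temperature with 0.1 mM ADP and 0.5 mM PEP final.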
FLuc counter = counter-screen for miR-21 project: firefly luciferase inhibitors or activators; purified FLuc, Km substrates, luminescence inhibition; hit rate 6.9% among 360,000; Potency, µM (titrated, usually from 57.5 µM), for inactives: top-dose activity change, negative = inhibition, actives largely listed as inhibitors; P08659;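 further: potency means the concentration at half of the fitted maximal effect; plate controls were vehicle for no effect and reference inhibitor for full effect; nearly all actives have a fitted effect of over 55% in size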
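Biochemical qHTS of compounds, final roughly 60 µM downward over six points, against 10 nM purified firefly luciferase using Km concentrations of substrates (10 uM D-luciferin, 10 uM ATP) in Tris acetate pH 7.5 buffer; luminescence output.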
MBNL1-CUG inh = blocks human MBNL1 binding to CUG repeat RNA. TR-FRET MBNL1-His/biotin-(CUG)12 binding, 665/545 ratio. Potency, µM (top dose mostly 57.5 µM), without a hit: at the highest dose activity change, negative = inhibition, usual class: inhibitors. hit rate 0.036% among 280,000. AID 2675; active means well fitted inhibition curve with a large enough effect in the signal ratio, with a control signal flat, not every such curve was filed as active; inconclusive means small, poorly fitted or top-dose-only effect, or effect the other way, or a change in a side signal; inactive means no such curve, though single readings can be large or run the other way; the % refers to the signal ratio; further: potency means the concentration at half of the fitted maximal effect; on the % scale 0 is the no-effect control and ±100 the full control effect
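TR-FRET readout: Ex 340 nm, 665/545 nm emission ratio, normalized to buffer-only (basal) and MBNL1-(CUG)12 controls. Complex of MBNL1-His with Biotin-(CUG)12, compounds 92 nM–58 uM, incubated 60 min at room temperature.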
Mito fusion act = mitochondrial division inhibition or fusion activation; S. cerevisiae fusion-defective mutant growth rescue, CellTiterGlo 48 h; Potency, µM (highest dose often 46.1 µM), for inactives: at the highest dose growth rescue (activation), hits mostly activators; hit rate 0.23% among 320,000; AID 485298;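 further: potency means the concentration at half of the fitted maximal effect; % of control where 0% means no effect; nearly all actives have a fitted effect of over 45% in size; temperature-sensitive fusion mutants such as fzo1-1 at 37 °C on non-fermentable ethanol glycerol medium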
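Growth-rescue viability read-out: after 48 h at the non-permissive 37C in glycerol/ethanol YPEG, yeast mitochondrial fusion mutants are measured by CellTiterGlo luminescence; compounds (23 nl pinned per well) restoring growth score as division inhibitors or fusion activators.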
ELG1 DNA repair = blocks ELG1-dependent DNA repair in HEK293T cells. hit rate 2.3% among 330,000. AID 504467. HEK293T ELG1-luciferase reporter, luminescence, 16 h; DNA damage induced by 5-fluorouridine. Potency, µM (highest dose often 46.1 µM), for inactives: at the highest dose activity change, negative = inhibition, usual class: inhibitors; further: potency means the concentration at half of the fitted maximal effect; on the % scale 0 is the no-effect control and ±100 the full control effect; nearly all actives have a fitted effect of over 55% in size
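DMSO vehicle served as the neutral condition. Each well held 2,000 cells given 5-fluorouridine plus compound; after 16 hr at 37 °C/5% CO2, ONE-Glo was added and luciferase measured 30 min later.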
Menin-MLL TR inh = inhibitors of human menin-MLL interaction, mutant MLL peptide | O00255 | Potency, µM (titrated, usually from 61.6 µM), for inactives: at the highest dose FP activity change, negative = inhibition, usual class: inhibitors | hit rate 0.23% among 270,000 | AID 1768 | Menin + Texas Red MLL mutant peptide, fluorescence polarization; active means well fitted inhibition curve with a large enough effect in the polarisation, with a control signal flat, not every such curve was filed as active; inconclusive means small, poorly fitted or top-dose-only effect, or effect the other way, or a change in a side signal; inactive means no such curve, though single readings can be large or run the other way; the % refers to the polarisation; further: potency means the concentration at half of the fitted maximal effect; % of control where 0% means no effect; many of its hits are not listed in these tables
Target sequence (O00255 whole entry, looked up): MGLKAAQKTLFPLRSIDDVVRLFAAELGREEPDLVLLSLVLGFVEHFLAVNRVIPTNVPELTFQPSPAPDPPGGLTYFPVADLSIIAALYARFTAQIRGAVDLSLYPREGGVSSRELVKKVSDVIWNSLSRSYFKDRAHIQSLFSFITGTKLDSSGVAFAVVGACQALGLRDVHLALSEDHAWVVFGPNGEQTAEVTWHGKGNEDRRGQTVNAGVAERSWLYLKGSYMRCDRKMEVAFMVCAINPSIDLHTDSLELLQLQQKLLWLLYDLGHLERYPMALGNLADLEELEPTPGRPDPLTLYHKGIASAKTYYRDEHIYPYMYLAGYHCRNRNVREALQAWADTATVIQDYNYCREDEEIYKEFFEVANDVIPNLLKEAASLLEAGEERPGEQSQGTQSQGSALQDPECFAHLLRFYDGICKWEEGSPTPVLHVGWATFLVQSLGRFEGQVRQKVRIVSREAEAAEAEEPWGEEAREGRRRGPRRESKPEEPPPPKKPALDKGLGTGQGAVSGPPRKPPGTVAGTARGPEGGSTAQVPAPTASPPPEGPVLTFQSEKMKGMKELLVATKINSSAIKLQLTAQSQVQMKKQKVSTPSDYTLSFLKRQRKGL
VP16 counter = Gal4-VP16 reporter inhibition counter-screen | hit rate 3.5% among 310,000 | Potency, µM (series often up to 53.6 µM), without a hit: at the top dose activity, negative = inhibition, usual class: inhibitors | Drosophila S2 Gal4-VP16 UAS-luciferase, luminescence, 20 h;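 further: Gal4-VP16 expression switched on by copper sulfate through the metallothionein promoter; potency means the concentration at half of the fitted maximal effect; on the % scale 0 is the no-effect control and ±100 the full control effect; nearly all actives have a fitted effect of over 50% in size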
Rab9 prom act = activates the Rab9 promoter. Huh7 Rab9 promoter-luciferase reporter, luminescence, 24 h. Potency, µM (doses to about 9.22 µM), for the others: at the top dose activation, negative = inhibition, usual class: activators. hit rate 2.8% among 320,000; further: potency means the concentration at half of the fitted maximal effect; % of control where 0% means no effect; nearly all actives have a fitted effect of over 60% in size
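Steps: seed 1500 Huh7 Rab9-luc cells per well, rest 2 h at 37 °C; add compound in DMSO; incubate 24 h; add luciferase reagent, 10 min ambient; read luminescence.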
KCNH2 3.1 block = KCNH2 3.1 (human) potassium channel inhibition; activity change, % (tested at about 1.8 µM); hit rate 0.95% among 340,000; U2OS KCNH2 3.1, thallium flux FluxOr; hits give low values;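 active means maximum activity change below -70%; inconclusive means maximum activity change from -70% to -50%; inactive means maximum activity change above -50%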;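 further: thallium influx rate constant from kinetic fluorescence after stimulation buffer; on the % scale 0 is the no-effect control and ±100 the full control effect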
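U2OS cells transduced with KCNH2 3.1 mutant virus (1.77 x 10^8 /mL, 4 h), plated overnight at 37 C, loaded 45 min with FluxOr dye plus Red40 quencher. Thallium flux rate constant from kinetic reads after stimulation buffer, normalised to controls.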
RORg inh = blocks mouse ROR gamma transcriptional activity; Potency, µM (doses to about 53.6 µM), inactives show top-dose activity change, negative = inhibition, most hits filed as inhibitors; AID 2551; hit rate 5.4% among 310,000; Drosophila S2 Gal4-RORgamma UAS-luciferase reporter, 20 h; further: potency means the concentration at half of the fitted maximal effect; on the % scale 0 is the no-effect control and ±100 the full control effect; nearly all actives have a fitted effect of over 60% in size
Target sequence (P51450 whole entry, looked up, the tested form may be a part): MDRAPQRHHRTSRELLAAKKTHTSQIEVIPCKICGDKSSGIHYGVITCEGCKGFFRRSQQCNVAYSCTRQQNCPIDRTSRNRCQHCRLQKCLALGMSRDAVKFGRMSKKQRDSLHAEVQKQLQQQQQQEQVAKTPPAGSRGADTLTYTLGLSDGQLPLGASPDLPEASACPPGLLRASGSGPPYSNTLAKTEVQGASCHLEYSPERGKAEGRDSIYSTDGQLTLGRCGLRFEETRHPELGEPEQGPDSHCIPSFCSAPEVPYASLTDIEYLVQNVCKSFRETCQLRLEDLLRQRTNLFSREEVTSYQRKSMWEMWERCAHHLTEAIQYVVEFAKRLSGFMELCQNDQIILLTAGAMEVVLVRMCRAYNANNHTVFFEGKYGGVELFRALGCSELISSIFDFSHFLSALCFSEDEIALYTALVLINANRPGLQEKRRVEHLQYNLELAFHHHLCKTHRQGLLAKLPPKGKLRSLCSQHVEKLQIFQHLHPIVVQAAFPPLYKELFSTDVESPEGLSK
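Compounds are pin-transferred onto Drosophila Schneider cells expressing a copper-inducible Gal4–ROR gamma transactivation domain fusion. After 1 hr, copper sulfate is added to 700 uM final; luciferase is read 20 hr later.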
NPC1 prom act = NPC1 promoter activation. Huh7 NPC1 promoter luciferase reporter, 24 h. Potency, µM (highest dose often 9.22 µM), for the others: top-dose activation, usual class: activators. hit rate 2.4% among 320,000. AID 485313;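 further: potency means the concentration at half of the fitted maximal effect; % of control where 0% means no effect; nearly all actives have a fitted effect of over 60% in size; reporter is driven by a mutant NPC1 promoter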
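Huh7 reporter cells (NPC1 promoter driving luciferase) are dosed with compound for 24 h at 37 °C, 5% CO2; luciferase detection reagent is then added and luminescence measured after 10 min at ambient temperature.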
Active calls of the source: *; ? = inconclusive; · = not tested or not shown; & = joins results of further samples; ! = a repeat was not active; [ ] = another dose, or the depositor's remark. Unless noted, the call rests on the fitted dose curve; in most records, active means well fitted curve in the direction sought with a large enough effect; inconclusive means small, poorly fitted or top-dose-only effect, or another doubt; inactive means no such curve, though single readings can be large; an effect the other way counts as inactive or inconclusive. The list is partial. The share of hits here may be higher or lower than overall.

SMILES	PKM2 act	FLuc counter	MBNL1-CUG inh	Mito fusion act	ELG1 DNA repair	Menin-MLL TR inh	VP16 counter	Rab9 prom act	KCNH2 3.1 block	RORg inh	NPC1 prom act
COc1cc2c(c(OC)c1OC)-c1c(cc3c(c1OC)OCO3)[C@@H](OC(C)=O)[C@H](C)[C@H](C)C2	7%	0%	8%	13%	-2%	·	10%	-11%	?	3%	-8%
O=C(NCCc1c[nH]c2ccccc12)c1cccnc1	-11%	?	-1%	-12%	·	?	1%&2%	28%	12	26%&18%	17%
Cn1c(=O)c2c(ncn2CC2OCCO2)n(C)c1=O	·	-1%	-4%	-3%	12%	10%&-24%	0%&-10%	-9%	1	-8%&-2%	1%
Cc1nc2ccccn2c(=O)c1CCN1CCC(C(=O)c2ccc(F)cc2)CC1	-2%	7%	?	11%&-2%	-14%	?	-14%&-11%	-11%[46.1 µM]	-7	10%&24%	6%[46.1 µM]
NC(=O)c1cccc(-c2cc(Nc3ccc(OC(F)(F)F)cc3)ncn2)c1	-1%	-3%	7%	5%	-24%	·	-21%	-10%	·	?	0%
c1ccc(CC2=NCCN2)cc1	8%	-1%	7%	?	2%	9%	1%	-2%	21	-14%	-1%
C[C@@H](N)C1CCC(C(=O)Nc2ccncc2)CC1 (some centres undefined)	-1%	·	·	-17%	·	5%&-8%	-4%	4%[46.1 µM]	·	4%	11%[46.1 µM]
CCc1cc(=O)oc2c(CNC(Cc3ccccc3)C(=O)O)c(O)ccc12 (centres undefined)	·	0%	-4%	-11%	12%	16%	-2%	-1%	8	1%	0%
c1ccc(CN(CC2=NCCN2)c2ccccc2)cc1	-5%&-9%	3%&-4%	-15%&17%	-2%&0%	2%&-1%	-10%	-8%	0%&3%	-19&-6	-7%	0%&-2%
COc1ccccc1N1CCN(CCCNc2cc(=O)n(C)c(=O)n2C)CC1	1%	3%	1%	6%&-1%	·	-4%	-3%	-3%[46.1 µM]	-2	2%	2%[46.1 µM]
CC(COc1ccccc1)NC(C)C(O)c1ccc(O)cc1 (centres undefined)	-6%	8%	-20%	0%	-7%	5%&-15%	3%&-1%	-4%	6	10%&10%	-8%
O=C(c1ccc(F)cc1)C1CCN(CCn2c(=O)[nH]c3ccccc3c2=O)CC1	-12%	0%	3%	1%&-2%	?	-3%	3%	-10%[46.1 µM]	-49&-39	14%	-1%[46.1 µM]
CCOc1ccc(C(=O)OCCN(CC)CC)cc1	2%	-2%	-1%	-3%	-5%	-23%&-2%	4%&5%	0%	-14	-25%&21%	1%
C[C@]12CCC(=O)C=C1CC[C@@H]1[C@@H]2CC[C@@]2(C)[C@H]1CC[C@]2(O)C(=O)CO	-16%	0%	-26%	-3%&6%	8%	3%&-10%	-22%&6%	-10%[46.1 µM]	-12	5%&-1%	-1%[46.1 µM]
Cc1ccc(CN2CCN(Cc3cccc4nccnc34)CC2CCO)cc1 (centres undefined)	-8%	-2%	14%	4%	-12%	·	4%	-5%	-4	4%	-5%
CC[N+](C)(CC)CCOC(=O)C(O)(c1ccccc1)C1CCCCC1 (centres undefined)	-2%	13%	-14%	-3%	11%	-3%	-1%	2%	-3	-13%	3%
CCC(C)n1ncn(-c2ccc(N3CCN(c4ccc(OCC5COC(Cn6cncn6)(c6ccc(Cl)cc6Cl)O5)cc4)CC3)cc2)c1=O (centres undefined)	7%&10%	0%&7%	-8%&12%	?	·	?	-4%&-3%&-1%	-19%&-20%	-26	-20%&31%&21%	-15%&-9%
CC[n+]1c(C)sc2cc(OC)ccc21	-4%	-6%	0%	20%	11%	1%	2%	-3%	2	0%	-2%
CCCCCCCCCCCCCCC[C@H](O)[C@H](N)CO	·	·	·	?	·	-5%	?	5%[46.1 µM]	·	?	6%[46.1 µM]
O=C(CCNNC(=O)c1ccncc1)NCc1ccccc1	-1%	7%	18%	?	2%	-10%	-2%	-6%[46.1 µM]	-8	2%	4%[46.1 µM]
Cc1c(NC(=O)c2cccnc2)c(=O)n(-c2ccccc2)n1C	-2%	1%	-12%	2%	?	2%	-10%	-8%	-4	17%	5%
CC(C(=O)O)c1ccc(C(=O)c2cccs2)cc1 (centres undefined)	·	-6%	·	3%	4%	6%	2%	-3%	-1	0%	0%
CCN(CC)CCNC(=O)c1cc(Cl)c(N)cc1OC	3%	4%	12%	-4%&-3%	10%	4%	-16%	5%[46.1 µM]	-12	-12%	3%[46.1 µM]
C/C=C(/C)C(=O)O[C@@H]1c2c(ccc3ccc(=O)oc23)OC(C)(C)[C@@H]1OC(=O)/C(C)=C\C	1%	-1%	21%	27%	-5%	0%	?	-5%	10	?	-3%
CC(=O)NC(Cc1ccccc1)C(=O)O (centres undefined)	-2%	2%	-4%	7%	-1%	6%&-1%	-2%&2%	8%	2	1%&-11%	2%

Carrying on:
SMILES	PKM2 act	FLuc counter	MBNL1-CUG inh	Mito fusion act	ELG1 DNA repair	Menin-MLL TR inh	VP16 counter	Rab9 prom act	KCNH2 3.1 block	RORg inh	NPC1 prom act
CN1CCOC(c2ccccc2)c2ccccc2C1 (centres undefined)	0%	4%	-5%	-4%	-20%	-2%&-13%	-1%&-9%	-2%	1	-19%&20%	1%
CC(=O)OCC1=C[C@@H]2OC(=O)C3=CO[C@@H](O[C@@H]4O[C@H](CO)[C@@H](O)[C@H](O)[C@H]4O)[C@H]1[C@@H]32	·	4%	·	-12%	6%	·	·	-11%	3	·	-1%
CCOc1ccc(NC(=O)Cn2cc(C(=O)c3ccco3)c3ccccc32)cc1	-5%	5%&-12%	0%	-1%	-7%	?	-1%	8%	-4	7%	-1%
CN(C(=O)CCCOc1ccc2[nH]c(=O)ccc2c1)C1CCCCC1	·	·	·	?	·	?	1%&-2%	-12%[46.1 µM]	·	-5%&-2%	0%[46.1 µM]
CC(=O)c1ccc(S(=O)(=O)NC(=O)NC2CCCCC2)cc1	·	0%	·	?	12%	-2%	-23%	6%[46.1 µM]	3	0%	5%[46.1 µM]
CN1CCN(C(c2ccccc2)c2ccccc2)CC1	·	12%	·	-21%	2%	-4%	?	2%	7	-29%	-4%
CN1CCN(CCC(=O)N2c3ccccc3Sc3ccc(C(F)(F)F)cc32)CC1	-3%	-1%	1%	-2%	-2%	-5%&-8%	4%&0%	-6%	4	-15%&13%	1%
CCCCCCO	·	0%	·	-4%	2%	·	-12%	1%	2	-13%	2%
Cc1cc(-c2ccccc2)nnc1NCCN1CCOCC1	-3%	-3%	-13%	0%	9%	-18%	6%	-6%	4	10%	0%
CC(=O)Nc1ccc(C(=O)O)cc1	·	·	·	·	12%	4%	-11%	·	6	2%	·
COc1ccc(/C=C/C(=O)Nc2ccccc2C(=O)O)cc1OC	-3%&-6%	0.15µM*	?	?	?	?	7.9µM*	0.89µM*	·	3.5µM*	1.4µM*
O=C(CCN1CCC(c2ccccc2)C1)c1ccc2c(c1)OCCO2 (centres undefined)	-5%	-9%	-9%	-5%	-7%	-12%&-5%	7.1µM*!	-19%	-31	7.1µM*!	0%

Complete entries from above. Screens in order: PKM2 act | FLuc counter | MBNL1-CUG inh | Mito fusion act | ELG1 DNA repair | Menin-MLL TR inh | VP16 counter | Rab9 prom act | KCNH2 3.1 block | RORg inh | NPC1 prom act
COc1ccc(/C=C/C(=O)Nc2ccccc2C(=O)O)cc1OC as listed: -3%&-6% | 0.15µM* | ? | ? | ? | ? | 7.9µM* | 0.89µM* | · | 3.5µM* | 1.4µM*
CCOc1ccc(NC(=O)Cn2cc(C(=O)c3ccco3)c3ccccc32)cc1 as listed: -5% | 5%&-12% | 0% | -1% | -7% | ? | -1% | 8% | -4 | 7% | -1%
CCCCCCO as listed: · | 0% | · | -4% | 2% | · | -12% | 1% | 2 | -13% | 2%
CN1CCOC(c2ccccc2)c2ccccc2C1 (centres undefined) as listed: 0% | 4% | -5% | -4% | -20% | -2%&-13% | -1%&-9% | -2% | 1 | -19%&20% | 1%
CC(=O)OCC1=C[C@@H]2OC(=O)C3=CO[C@@H](O[C@@H]4O[C@H](CO)[C@@H](O)[C@H](O)[C@H]4O)[C@H]1[C@@H]32 as listed: · | 4% | · | -12% | 6% | · | · | -11% | 3 | · | -1%
